# RNase H inhibition: RNase H inhibition, HIV 1 Gag Pol polyprotein, FRET biochemical assay, screening (AID 372) | 100,000 compounds, 0.77% hits | one-dose inhibition, % at 10 µM; IC50 in µM for titrated hits | HIV-1 RT RNase H, FRET RNA/DNA substrate fluorescence; higher % means a stronger effect; in the data active = inhibition above about 50%
# * hit, by the source's call.
SMILES	RNase H inhibition
O=C(O)CCCN1C(=O)C(=O)/C(=C(/O)c2ccccc2)C1c1ccccc1[N+](=O)[O-] (stereo not drawn)	31%
CC(=O)N1CCN(C2=NC(=O)/C(=C/c3ccc(-c4ccc(C)cc4)o3)S2)CC1	7%
CCOC(=O)C1=C(C)N=c2s/c(=C\c3ccc(Br)o3)c(=O)n2C1c1ccc(Cl)cc1 (stereo not drawn)	35%
CCOC(=O)c1cnn2c(C)cc(-c3ccccc3)nc12	3%
O=C(Cc1ccc(-c2ccccc2)cc1)Nc1cc(Cl)ccc1Cl	9%
CC1=CC(=NS(=O)(=O)c2ccc(C)cc2)C=C(C)C1=O	7%
Cc1ccc(NC(=O)/C(C#N)=C/c2ccc(-c3ccccc3C(=O)O)o2)cc1Cl	0%
CCOC(=O)c1c(NC(=O)c2ccc(Cl)cc2)sc2ccccc12	8%
CC(CCc1ccc(O)cc1)NCc1ccc(Br)cc1 (stereo not drawn)	5%
O=C(O)c1ccc(S(=O)(=O)c2ccc3c(c2)C(=O)N(c2ccccc2[N+](=O)[O-])C3=O)cc1	4%
CC1(C)Cc2ccccc2C(NNC(=O)c2ccccc2)=N1	3%
Cc1ccc(NC(=O)C(=O)NCC(O)c2ccccc2)cc1 (stereo not drawn)	0%
COc1ccc(/C(N)=N/OC(=O)c2c(-c3ccccc3Cl)noc2C)cc1	12%
CCCCCCN1C(=O)C(=O)/C(=C(\O)c2ccccc2)C1c1cccc(F)c1 (stereo not drawn)	0%
O=C1NC(=S)S/C1=C/c1ccc(Oc2ccc(C(F)(F)F)cc2[N+](=O)[O-])c(Cl)c1	41%
NS(=O)(=O)c1ccc(N/C=C2/CCCCC2=O)cc1	1%
Cc1ccc(/C=C/C(=O)O/N=C(\N)c2ccccn2)cc1	10%
CC(C)Cn1c(CN2C(=O)c3ccccc3C2=O)nc2ccccc2c1=O	7%
NC(=O)SCC(=O)Nc1ccc(Cl)c(Cl)c1	16%
CC(C)c1ccc(N2C(=O)NC(=O)/C(=C/c3cn(C)c4ccccc34)C2=O)cc1	11%
O=C(NC(NC(=O)c1ccccc1)c1ccc(Cl)cc1)c1ccccc1	9%
CC(C)(C)c1ccc(C(CC(=O)c2ccc(Br)cc2)S(=O)(=O)c2ccccc2)cc1 (stereo not drawn)	7%
Cc1ccc(NC(=O)C(Cl)Cl)c(Br)c1	5%
COc1ccc(S(=O)(=O)Nc2ccc(C(=O)Nc3ccccc3)cc2)cc1Br	0%
O=C1NC(=S)N/C1=C/c1ccc(-c2cc([N+](=O)[O-])ccc2Cl)o1	50%*

# (cont.)
SMILES	RNase H inhibition
O=C1c2cccc3cccc(c23)C(=O)N1CC1CCN(S(=O)(=O)c2ccc(F)cc2)CC1	0%
COc1ccc(C(=O)Nc2cccc(S(N)(=O)=O)c2)cc1	0%
C=CCOc1c(I)cc(/C=c2\sc3n(c2=O)C(c2ccc(C)cc2)C(C(=O)OCC)=C(C)N=3)cc1OC (stereo not drawn)	19%
OCn1c2ccc(I)cc2c2cc(I)ccc21	2%
Fc1c(F)c(F)c(SCCc2ccncc2)c(F)c1F	8%
O=C(Nc1ccc(Cl)cc1Cl)C1CC(=O)N(c2ccc(Br)cc2)C1 (stereo not drawn)	1%
CN1C(=O)C(=O)/C(=C(/O)c2ccccc2)C1c1ccc(Br)cc1 (stereo not drawn)	8%
COC(=O)c1c(N)sc2c1CCc1ccccc1-2	9%
Cc1ccc(OCC(=O)N/N=C\c2ccc(-c3ccc(Br)cc3)o2)cc1	7%
Cc1cccc(NC(=O)/C(C#N)=C/c2ccc(-c3ccc([N+](=O)[O-])cc3C)o2)c1	5%
Cc1c(Cl)c([N+](=O)[O-])nn1CC(=O)Nc1cc(C(F)(F)F)ccc1Cl	8%
Cc1c(Cl)cccc1NC(=O)CCc1ccccc1	1%
O=C(CCSc1nc2ccccc2s1)NC1CCCCC1	0%
O=C1NC(=S)N(c2ccc(Cl)cc2)C(=O)/C1=C/C=C/c1ccccc1	16%
CCOc1ccc(NC(=O)c2cnn(-c3ccccc3)c2NC(=O)c2ccc(C)cc2)cc1	2%
COc1ccc2c(c1OC)C(=O)OC2Nc1ccccc1[N+](=O)[O-] (stereo not drawn)	5%
Cc1ccc(NC(=O)Cn2cc(C=O)c3ccccc32)cc1C	11%
O=C(Cc1ccccc1)N/N=C/c1ccc(O)cc1	6%
Cc1cc(Cl)cc(Cl)c1OCC(=O)Nc1ccc(Cl)cn1	8%
Cc1ccc(S(=O)(=O)Nc2ccc(Oc3ccccc3)cc2)cc1[N+](=O)[O-]	0%
O=C(c1ccccc1)N(Cc1ccccc1)CC(O)(c1ccccc1)c1ccccc1	14%
COc1cc2c(-c3ccc([N+](=O)[O-])cc3)nc3c(c(-c4ccccc4)nn3-c3ccccc3)c2cc1OC	14%
CC(Sc1nnc(N)s1)c1ccccc1 (stereo not drawn)	12%
CC1=C(C(=O)OCC(F)(F)F)C(c2cccc(O)c2)NC(=O)N1 (stereo not drawn)	7%
CCc1ccc(NC2=C(Cl)C(=O)N(c3ccccc3C)C2=O)cc1	2%

# The listing continues:
SMILES	RNase H inhibition
COc1cccc(CN2CCN(C(=O)c3cccs3)CC2)c1OC	7%
CC1=C(C(=O)Nc2cccc(C)c2)C(c2ccc3c4c(cccc24)CC3)NC(=S)N1 (stereo not drawn)	17%
COc1cccc(-c2cc(C)c3c(ccc4ccccc43)n2)c1OC	9%
O=C(O)/C=C/c1cccc(NC(=O)CCc2ccccc2)c1	6%
Cc1cc(Br)cc(C)c1NC(=O)c1cccc(F)c1	5%
Cc1cccc(NC(=O)/C(=C\c2ccccc2)NC(=O)c2ccccc2I)c1	10%
O=C(Nc1cccc2c1CCCC2)c1ccccc1F	9%
COc1ccc(CCNC(=O)C(=O)NCc2cccnc2)cc1	5%
O=C(CSc1nc2ccccc2s1)Nc1cc(Cl)ccc1Cl	30%
O=C(O)CSc1ccc(C(F)(F)F)cc1	1%
Oc1ccccc1/C=N/Nc1cc(N2CCOCC2)nc(N2CCOCC2)n1	12%
COc1ccc(C(=O)Nc2cc3nn(-c4ccc(OC)cc4)nc3cc2C)cc1	3%
CCOc1cccc(OCCCOc2ccc(Cl)c(C)c2)c1	24%
Fc1cccc(F)c1CN1CCc2c([nH]c3ccccc23)C1	1%
O=C1Oc2ccccc2C(=O)/C1=C/c1ccccc1O	2%
Cc1ccccc1-n1c(O)c(C=Nc2ccccc2F)c(=O)[nH]c1=O	1%
Cn1ccc(C(=O)OCC(=O)c2ccccc2)n1	6%
O=C(N/N=C/c1cccc(O)c1O)c1ccc([N+](=O)[O-])cc1	38%
CCOC(=O)CSc1nc2sc3c(c2c(=O)[nH]1)CCCC3	10%
Cc1c(-c2ccc(Cl)s2)nc2ccccc2c1C(=O)O	18%
O=C(NC12CC3CC(CC(C3)C1)C2)c1cccc([N+](=O)[O-])c1	11%
C=C(C)Cn1c(-c2ccncc2)n[nH]c1=S	2%
O=c1[nH]cnc2c1nnn2Cc1ccccc1	5%
Nc1nc(-c2ccccc2)c(-c2ccccc2)n1N	2%
Cc1cc(C)nc(SCCN2CCCC2)n1	15%

# Copied from the entries so far, 15 compounds:
SMILES	RNase H inhibition
Oc1ccccc1/C=N/Nc1cc(N2CCOCC2)nc(N2CCOCC2)n1	12%
COc1ccc(C(=O)Nc2cc3nn(-c4ccc(OC)cc4)nc3cc2C)cc1	3%
CCOc1cccc(OCCCOc2ccc(Cl)c(C)c2)c1	24%
Fc1cccc(F)c1CN1CCc2c([nH]c3ccccc23)C1	1%
O=C1Oc2ccccc2C(=O)/C1=C/c1ccccc1O	2%
Cc1ccccc1-n1c(O)c(C=Nc2ccccc2F)c(=O)[nH]c1=O	1%
Cn1ccc(C(=O)OCC(=O)c2ccccc2)n1	6%
O=C(N/N=C/c1cccc(O)c1O)c1ccc([N+](=O)[O-])cc1	38%
CCOC(=O)CSc1nc2sc3c(c2c(=O)[nH]1)CCCC3	10%
Cc1c(-c2ccc(Cl)s2)nc2ccccc2c1C(=O)O	18%
O=C(NC12CC3CC(CC(C3)C1)C2)c1cccc([N+](=O)[O-])c1	11%
C=C(C)Cn1c(-c2ccncc2)n[nH]c1=S	2%
O=c1[nH]cnc2c1nnn2Cc1ccccc1	5%
Nc1nc(-c2ccccc2)c(-c2ccccc2)n1N	2%
Cc1cc(C)nc(SCCN2CCCC2)n1	15%

# Additional entries follow:
SMILES	RNase H inhibition
CC(=O)Oc1cccc(N2C(=O)CCC2=O)c1	1%
C=CCc1ccccc1OCCOc1ccc(/C=c2\sc3nc4ccccc4n3c2=O)cc1OCC	6%
O=C(NCCN1CCOCC1)c1cc(-c2cccs2)nc2ccccc12	4%
CCCC1=NN(C(=O)c2cccc(Cl)c2)C(O)(C(F)(F)F)C1 (stereo not drawn)	42%
O=C(O)c1cnn2c1NC(c1ccc(F)cc1)CC2C(F)(F)F (stereo not drawn)	3%
Cc1ccc(OCCC(=O)Nc2ccc(Cl)cc2F)cc1	19%
CCC(C(=O)NCc1ccncc1)c1ccccc1 (stereo not drawn)	0%
O=C(CN1C(=O)/C(=C\c2ccccc2Cl)SC1=S)Nc1cc([N+](=O)[O-])ccc1O	25%
Cc1ccccc1OCCOC(=O)Nc1ccc(Cl)c(Cl)c1	51%*
Cc1nc2ccccc2n1CCN1CCOCC1	0%
COc1ccc(/C=C2\SC(=O)N(CC(=O)Nc3cccnc3)C2=O)cc1OC	0%
CCOC(=O)c1sc(NC(=O)c2ccc(C)o2)nc1C	3%
O=C(NC(=S)Nc1ccc([N+](=O)[O-])cc1)c1cccs1	12%
COc1ccccc1N1CCN(C(=O)Cc2ccc(Br)cc2)CC1	17%
CCCC(=O)c1ccc(N2CCN(C(=O)CCC)CC2)c(F)c1	0%
CC(Oc1ccc(/C=C2\C(=O)NC(=S)N(c3cccc(Br)c3)C2=O)cc1)C(=O)O (stereo not drawn)	9%
Cc1cc([N+](=O)[O-])ccc1-c1ccc(/C=C(/C#N)C(=O)Nc2ccc(F)cc2)o1	8%
CCOC(=O)c1c2c(n(C)c1CO)C(=O)C(=O)c1ccc(Br)cc1-2	9%
Fc1ccc(/C=N/Nc2nnnn2-c2ccccc2)cc1	5%
O=C1C(=O)N(Cc2cccnc2)C(c2ccccc2Cl)/C1=C(\O)c1ccccc1 (stereo not drawn)	6%
CC(=O)c1ccc(NC(=O)COc2c(C)cc(C)cc2Cl)cc1	4%
CCN1C(=O)/C(=C/c2ccc(C)o2)C(=O)NC1=S	21%
COc1ccc(Cl)cc1N/C=C(/C#N)c1nc(-c2ccc3c(c2)OCO3)cs1	39%
CCOC(=O)C1=C(C)NC2=C(C(=O)CCC2)C1c1ccccc1OCc1ccccc1 (stereo not drawn)	4%
O=C1NC(=S)N/C1=C/c1cc(Br)c(Sc2ccc(Cl)cc2)o1	24%

# Carrying on:
SMILES	RNase H inhibition
COC(=O)c1ccc(NC(=O)C(=O)NCCCN(C)C)cc1	9%
O=C1/C(=C/c2ccc(-c3ccccc3[N+](=O)[O-])o2)SC(=S)N1Cc1ccccc1	23%
CCOc1ccc(OCC)c(S(=O)(=O)NCc2cccnc2)c1	0%
CC(=O)Nc1ccc(S(=O)(=O)Nc2cccc(C(=O)Nc3ccccc3C(=O)O)c2)cc1	0%
COc1ccc(C(=O)N/C(=C/c2ccc(-c3cc(Cl)ccc3Cl)o2)C(=O)NCCCO)cc1	0%
COc1cc2ccccc2cc1C(=O)NC(=S)Nc1cccc(C(C)=O)c1	6%
CCOC(=O)c1ccc(Nc2ccc([N+](=O)[O-])cn2)cc1	2%
COc1ccc(N2C(=O)/C(=C/c3cccn3-c3ccc(Cl)cc3)C(=O)NC2=S)cc1	46%
O=C(c1ccc(-c2ccccc2)cc1)N1CCNCC1	6%
CC(C)c1ccc(NC(=O)Nc2ccc(Cl)c(Cl)c2)cc1	14%
Cc1ccc(-c2nnc(NC(=O)Nc3cccc(Cl)c3)s2)cc1C	6%
Cc1ccc(C(=O)Nc2ccc([N+](=O)[O-])cc2)cc1	0%
Nc1nnc(Cc2ccc(Cl)cc2Cl)s1	0%
Cc1ccc(-c2ccc(/C=C3\C(=O)NC(=O)N(c4cccc(Br)c4)C3=O)o2)cc1[N+](=O)[O-]	37%
O=C(N/N=C/c1ccc(-c2ccc([N+](=O)[O-])cc2)o1)c1ccccc1	15%
CC(C)CC(=O)N1CCN(C(=O)COc2ccc3ccccc3c2)CC1	2%
CCOc1ccc(NC2=C(Cl)C(=O)N(c3cc(Cl)ccc3Cl)C2=O)cc1	9%
O=C1CC(c2ccccc2Cl)CC2=C1C(c1cccs1)Nc1ccccc1N2 (stereo not drawn)	23%
CCCc1cc2c(cc1COC(=O)c1ccccc1)OCO2	8%
O=C(NCc1cccnc1)C(=O)Nc1ccccn1	3%
C=CCN1C(=O)/C(=C\c2ccccc2OCc2ccc(Cl)cc2)SC1=S	15%
CCCCc1ccc(N=N/C(C(=O)Nc2cc(OC)c(NC(C)=O)cc2OC)=C(\C)O)cc1	12%
COc1ccc(NC(=O)C(=O)N/N=C/c2cccc3ccccc23)cc1Cl	6%
O=c1oc2ccccc2c2c1C(c1cccc3ccccc13)Nc1ccc3ccccc3c1-2 (stereo not drawn)	2%
COc1cc2c(cc1OC)C1(Nc3c-2c(-c2ccccc2)nn3-c2ccccc2)C(=O)Nc2ccccc21 (stereo not drawn)	26%

# Quoted at random: 2 entries already listed, in no set order.
SMILES	RNase H inhibition
O=c1oc2ccccc2c2c1C(c1cccc3ccccc13)Nc1ccc3ccccc3c1-2 (stereo not drawn)	2%
CC(C)CC(=O)N1CCN(C(=O)COc2ccc3ccccc3c2)CC1	2%

# Further compounds follow.
SMILES	RNase H inhibition
COc1cccc(/C=N/NC(=O)C2=NNC(=O)C2C)c1O (stereo not drawn)	5%
Nc1ccc(S(=O)(=O)N2CCCCCC2)cc1	3%
C=C(C)Cn1c(SCC(=O)O)nnc1-c1ccc(Br)cc1	5%
COc1cc(C)c(CN2CCCN(C)CC2)cc1C	6%

# This is a subset; count on the stated rates, not on these rows.
